AmpC det inh – AmpC beta-lactamase inhibition, detergent assay | Potency, µM (top dose mostly 28.7 µM), inactives show at the top dose activity change, negative = inhibition | P00811 | AID 584 | 71,000 tested, 0.09% active | purified AmpC, nitrocefin hydrolysis with detergent; active = well fitted curve in the direction sought with a large enough effect
Target sequence (P00811 whole entry, looked up): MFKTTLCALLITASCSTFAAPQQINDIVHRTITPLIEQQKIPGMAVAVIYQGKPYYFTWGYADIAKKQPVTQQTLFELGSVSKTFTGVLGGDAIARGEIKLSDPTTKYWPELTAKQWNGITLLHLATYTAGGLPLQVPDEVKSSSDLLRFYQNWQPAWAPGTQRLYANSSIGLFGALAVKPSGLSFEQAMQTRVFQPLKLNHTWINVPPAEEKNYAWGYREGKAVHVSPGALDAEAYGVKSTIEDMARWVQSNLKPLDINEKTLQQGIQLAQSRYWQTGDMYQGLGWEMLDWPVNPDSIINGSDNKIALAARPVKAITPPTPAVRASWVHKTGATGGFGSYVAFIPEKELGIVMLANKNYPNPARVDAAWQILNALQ
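E. coli AmpC (5.3 nM) in 20 mM phosphate pH 7.0 with 0.01% Triton X-100, preincubated 15 min RT with compound; nitrocefin (2 uL of 800 uM stock) hydrolysis followed by 480 nm absorbance every 20 s over 4 min.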
* hit, by the source's call; [ ] = another dose, or the depositor's remark. % is scaled to controls: 0 for no effect and ±100 for the full control effect; potency is read from the fitted curve at half-maximal effect. An excerpt, so the mix of outcomes need not match the whole.

Molecule | AmpC det inh
Cc1noc(C)c1CSCC(=O)NC1=NCCS1 | -1.9%
O=C(CCC(=O)N(CC(=O)NC1CCCC1)C1CCCC1)Nc1ccccn1 | -0.9%
Cc1ccccc1-n1nc2c(c1NC(=O)c1ccc(Br)o1)CSC2 | -7.4%
C(=N\n1cnnc1)/c1cn(Cc2ccccc2)c2ccccc12 | 6.1%
CC1CN(S(=O)(=O)Cc2ccccc2)CC(C)O1 (configuration not stated) | -3.1%
COc1cccc(C(=O)Nc2ccccc2N2CCCC2)c1 | -3.4%
COc1cc(C2C(C#N)=C(C)NC3=C2C(=O)CC(C)(C)C3)ccc1OCCO (configuration not stated) | 10.9%
COc1ncnc2c1NC(=O)CS2 | 0.7%
COc1cccc(OC)c1C(=O)Nn1c(C2CCC2)nc2ccccc2c1=O | -2.2%
COc1ccc(CC2CCOC2=O)cc1 (configuration not stated) | 6.7%

Molecule | AmpC det inh
Cc1cc(CN(C)C)c(O)c(C2(C)CCCCC2)c1 | -2.0%
COc1ccc(N2CCN(C(=O)CSc3nnc(-c4cccnc4)n3-c3ccccc3)CC2)cc1 | 12.7%
Cc1cccc(N2C(=O)C3C4C=CC(C4)C3C2=O)c1 (configuration not stated) | 13.6%
CCCC(=O)c1ccc(N2CCN(C(=O)c3ccccc3Br)CC2)c(F)c1 | -1.0%
c1ccc(-n2ncc3c2ncn2nnnc32)cc1 | 16.3%
Cc1nnc(SCSc2nnc(C)s2)s1 | -0.9%
CC(C)NC(=O)N1CCC2(CC1)CCN(C(=O)c1csnn1)CC2 | -1.1%
CCN1C(=O)C(O)(CC(=O)c2ccc3c(c2)OCCO3)c2ccccc21 (configuration not stated) | 1.5%
CCCC(=O)Nc1cnc(NC(=O)c2cccc(F)c2)cc1C | -0.4%
Cc1ccc(N2C(=O)SC(N(CC(=O)O)c3cccc(C)c3)C2=O)cc1 (configuration not stated) | 0.0%

Molecule | AmpC det inh
COCCn1nnnc1C(c1ccccc1OC)N1CCc2ccccc2C1 (configuration not stated) | 11.2%
COC(=O)C1=C(C)NC(C)=C(C(=O)OC)C1c1ccc(NC(C)=O)cc1 | -1.8%
Cc1ccc(C)c(Cn2cnc3c(nnn3-c3ccc(F)cc3)c2=O)c1 | -3.2%
O=C(O)c1cccc(-n2cccc2/C=N/O)c1 | -6.4%
CCOc1ccc(OCC)c(S(=O)(=O)NCc2ccc3c(c2)OCO3)c1 | 14.4%
N#Cc1ccc(CN2CC3(CCN(C(=O)c4cccc(F)c4)CC3)C2)cc1 | 1.7%
CC(C)CSc1nc2c(c(=O)[nH]c(=O)n2C)n1CCc1ccccc1 | -1.0%
C(=NC12CN3CN(CN(C3)C1)C2)c1ccc2c(c1)OCO2 | -0.5%
O=C(NCc1n[nH]c(=S)n1-c1ccc(F)cc1)c1ccc(S(=O)(=O)N2CCCC2)cc1 | -2.5%
CCc1ccc(OCC(=O)Nc2ncc3c(n2)CC(C)(C)CC3=O)cc1 | -1.0%

Molecule | AmpC det inh
CCCn1c(=O)c2ccccc2n2c(SCCOc3ccc(Cl)cc3)nnc12 | -4.4%
CCc1ccc(-c2nc(-c3ccncc3)no2)cc1 | -2.1%
COc1ccc(-c2cc(C(=O)NCc3cccnc3)no2)cc1 | -2.2%
COc1ccc(NC(=O)C2CCN(C(=O)c3ccccc3)CC2)c(OC)c1 | 7.6%
CC1CCCC(C)N1C(=O)CSc1nc2ncnc(N)c2[nH]1 (configuration not stated) | 13.1%
COc1ccc(CCNCc2ccccn2)cc1OC | -9.9%
NCCC[C@@H](CC(=O)N[C@@H]1CCNC[C@H]1C(=O)N[C@H](CC(=O)N[C@@H](CCC(=O)O)CC(=O)O)Cc1c[nH]c2ccccc12)NC(=O)C[C@H](CO)NC(=O)[C@@H]1CNCC[C@H]1N | -2.5%
CCOc1cc(C2C(C#N)=C(N)SC(N)=C2C#N)ccc1OCCN1CCOCC1 | -6.4%
O=C(Cn1c(NCCCO)nc2ccccc21)c1ccc(Br)cc1 | -1.1%
Cc1ccc(-c2nnc(N3CCCCC3)c3ccccc23)cc1S(=O)(=O)N1CCN(C)CC1 | 0.9%

Molecule | AmpC det inh
COc1ccc(C2CC(=O)c3cnc(N4CCN(Cc5ccccc5)CC4)nc3C2)cc1 (configuration not stated) | -2.1%
CCc1cc2c(NCCO)ncnc2s1 | 10.6%
CC(=O)SCC(=O)N=c1sc2cc(F)ccc2n1C | -2.5%
COCC(=O)NC1CC2CCCC(C1)N2Cc1ccccc1 (configuration not stated) | 0.2%
CCN(CC)c1ccc(NC(=O)C2CCCN(S(=O)(=O)c3cnc[nH]3)C2)c(C)c1 (configuration not stated) | 5.5%
COc1cccc(C(=O)NC(C)C(c2cccs2)N2CCN(C)CC2)c1 (configuration not stated) | 8.7%
Cc1ccc(C)c(Cn2nnc3c(=O)[nH]c(C4CCCN(C(=O)C5CCC5)C4)nc32)c1 (configuration not stated) | -3.2%
CN(CCC#N)C(=O)CSc1ncnc2sc(-c3ccccc3)cc12 | -3.4%
Cc1ccc(Cc2c(C)nc3nc(SCC(=O)NCc4ccco4)nn3c2C)cc1 | -0.7%
OCc1nc2ccccc2n1CCCOc1ccc(Br)cc1 | -5.0%

5 structures out of the list, ordered by formula weight, rising.
Molecule | AmpC det inh
CC(=O)SCC(=O)N=c1sc2cc(F)ccc2n1C | -2.5%
COCC(=O)NC1CC2CCCC(C1)N2Cc1ccccc1 (configuration not stated) | 0.2%
OCc1nc2ccccc2n1CCCOc1ccc(Br)cc1 | -5.0%
CN(CCC#N)C(=O)CSc1ncnc2sc(-c3ccccc3)cc12 | -3.4%
Cc1ccc(Cc2c(C)nc3nc(SCC(=O)NCc4ccco4)nn3c2C)cc1 | -0.7%

Next compounds follow.
Molecule | AmpC det inh
COc1cccc2cc(C(=O)n3ccc(C)n3)c(=O)oc12 | 10µM*
COc1cccc(NC(=O)CSc2nnc(Cc3cccn3C)n2-c2ccc(F)cc2)c1 | 13.0%
Nc1nc(N)c(N=Nc2ccc(C(=O)O)c(O)c2)c(N)n1 | 1.8%[5.75 µM]
O=C(O)C1CCCN1S(=O)(=O)c1ccc(Cl)c(Cl)c1 (configuration not stated) | 6.5%
COc1ccc(CCNS(=O)(=O)c2cccc(S(=O)(=O)N3CCCC3)c2)cc1OC | 12.4%
COC(=O)c1cccc(NC(=O)CSc2ncn[nH]2)c1 | -3.9%
CC(C)c1c(O)nc(SCCN(C)C)[nH]c1=O | 1.1%
Cn1cccc1Cc1nnc(SCC(=O)Nc2ccc3c(c2)OCO3)n1CCc1ccccc1 | 8.3%
COC(=O)c1ccccc1NC(=O)Nc1cccs1 | -1.0%
Cc1ccc2[nH]c(=O)c(CN(Cc3ccccc3)Cc3nnnn3C3CCCC3)cc2c1 | 7.0%

Molecule | AmpC det inh
NS(=O)(=O)c1ccc(NC(=O)c2ccccc2C(=O)N2CCCCC2)cc1 | 12.2%
COC(=O)c1cccc(NCN2C(=O)c3ccccc3C2=O)c1 | 24.0%
COc1ncc2nc(-c3cn(C)c4ccccc34)c(=O)n(-c3ccccc3)c2n1 | 2.7%
Brc1cccc(-c2ccccc2)c1 | 8.9%
CCOc1ccc(N2CCn3c2nc2c3c(=O)n(CCc3ccccc3)c(=O)n2C)cc1 | -3.0%
CC1(C)Cc2cccc(OCC(=O)N3CCN(S(=O)(=O)c4ccccc4)CC3)c2O1 | -4.0%
COCCN1C(=O)C(=O)/C(=C(/O)c2ccc(OC(C)C)cc2)C1c1cccnc1 (configuration not stated) | -2.3%
CCOc1ccc(C2c3c(oc4ccccc4c3=O)C(=O)N2CCCN2CCOCC2)cc1 (configuration not stated) | -3.3%
Cc1cc2cc(CN(Cc3ccc4c(c3)OCO4)C(=O)c3ccco3)c(=O)[nH]c2cc1C | -9.7%
CCOC(=O)COc1nc(C)c(Br)c(OC)n1 | 13.5%

Molecule | AmpC det inh
CC(=O)N1CCC2(CC1)CCN(c1ccccc1)CC2 | 1.9%
COc1cc2c(cc1OC)-c1nnnn1C(C)(C)C2 | -3.7%
Cc1nnc(SCc2cccc(Oc3ccccc3)c2)n1N | -1.5%
Brc1ccc(OCCOCCN2CCOCC2)cc1 | 6.0%
Nn1c(Cc2cccc3ccccc23)nnc1SCC(=O)NC1CCS(=O)(=O)C1 (configuration not stated) | -2.8%
CCOC(=O)N1CCC(NC(=O)C2CCCCN2S(=O)(=O)c2ccc(F)cc2)CC1 (configuration not stated) | 14.4%
COc1ccccc1CCn1c(=O)c(-c2cn(C)c3ccccc23)nc2cncnc21 | -0.5%
COc1ccccc1C1CC(=O)NC(C)=C1C(=O)OCC1CCCO1 (configuration not stated) | -4.3%
Cc1ccc(NC(=O)CSc2nnc(-c3ccncc3)n2C)cc1C | 13.4%
Cc1cc(/N=C/C=C2\N(C)c3ccccc3C2(C)C)n(CCC#N)n1 | -3.0%

Molecule | AmpC det inh
O=C(COc1ccc(S(=O)(=O)N2CCCC2)cc1Cl)N1CCN(c2ccccc2)CC1 | -2.1%
COc1cc2c(cc1OC)C(c1ccsc1)CC(=O)N2 (configuration not stated) | -3.6%
COc1ccc(-c2n[nH]c(C)c2-c2cnn(-c3ccccc3)c2)c(O)c1 | 6.8%
CCCCN1C(=O)NC(=O)C2(Cc3cc(C)ccc3N(C)C2)C1=O (configuration not stated) | -4.7%
O=c1c(-c2ccc(F)cc2)nc2cnc(N3CCOCC3)nc2n1Cc1cccs1 | 0.5%
CCCCN1CC(COc2ccccc2)OC1=O (configuration not stated) | 2.0%
CCCSc1nnc(Cn2c(=O)sc3ccccc32)n1-c1ccccc1 | 4.5%
OCCN1C2CCC1CC(O)(c1ccc(F)cc1)C2 (configuration not stated) | -3.5%
CC(C)c1nc2oc3c(NCc4ccccn4)ncnc3c2c2c1COC(C)(C)C2 | 7.7%
COc1ccc(CCNC(=O)CSc2cc(=O)[nH]c(N)n2)cc1OC | 0.1%

Molecule | AmpC det inh
COc1ccccc1NC(=O)CCC(=O)Nc1ccccc1OC | -1.5%
C[C@@H](C(=O)O)c1ccc(-c2ccccc2)c(F)c1 | -1.2%
O=C(CN(C(=O)CNS(=O)(=O)c1ccccc1)c1ccc2c(c1)OCCO2)NCc1ccco1 | 0.6%
CSc1ncccc1C(=O)OCC(=O)NC(=O)NCCC(C)C | 1.7%
CCNC(=O)C1CC(=O)N(Cc2ccc(F)cc2)C(=Nc2ccc(OC)cc2)S1 (configuration not stated) | 11.6%
COc1ccc(-c2nnc(SCc3nnc(-c4ccccc4)o3)n2C)cc1OC | -1.7%
O=C1CSc2ccccc2N1Cc1ccc(F)cc1 | -1.8%
CCCN(CCC)C(=O)COc1cc(=O)n(CC)c2ccccc12 | 5.5%
Cc1cc(=O)oc(C)c1C(=O)NCc1ccc(F)cc1 | -0.8%
O=C(c1ccccc1F)N(Cc1ccccc1)C1CCS(=O)(=O)C1 (configuration not stated) | -0.9%

Molecule | AmpC det inh
C[C@]12C=CC(=O)C=C1CC[C@@H]1[C@@H]2C(=O)C[C@@]2(C)[C@H]1CC[C@]2(O)C(=O)CO | 11.3%
CS(=O)(=O)N(CC(=O)NCc1ccccn1)Cc1ccc(Cl)cc1 | -4.5%
COc1cccc2[nH]c(-c3ccccn3)nc12 | -5.1%[5.75 µM]
CC[C@H](C)C(=O)O[C@@H]1CCC=C2C=C[C@H](C)[C@@H](CC[C@H]3C[C@@H](O)CC(=O)O3)[C@H]21 | -1.4%
COc1ccc(OCC(O)Cn2c(=N)n(Cc3ccccc3)c3ccccc32)cc1 (configuration not stated) | 1.1%
COc1ccc(S(=O)(=O)N2CCCC(C(=O)NCc3ccccn3)C2)cc1 (configuration not stated) | 4.2%
CCN(Cc1ccccc1)C(c1cccs1)c1nnnn1C1CCCCC1 (configuration not stated) | 0.5%
COC(=O)c1c(NC(=O)CN2CCCC(C)C2)c2c(C)cccc2n1C (configuration not stated) | -3.0%
CSc1nnc2c3c4c(sc3c(=O)n(-c3ccccc3)n12)CC(C)(C)OC4 | -2.2%
CCN(CC)CCN1C(=O)C(=O)/C(=C(/O)c2c(C)[nH]c(C(=O)OC)c2C)C1c1ccccc1OC (configuration not stated) | -1.3%

Looked up by structure from above (2):
Molecule | AmpC det inh
COc1cccc2[nH]c(-c3ccccn3)nc12 | -5.1%[5.75 µM]
CCN(CC)CCN1C(=O)C(=O)/C(=C(/O)c2c(C)[nH]c(C(=O)OC)c2C)C1c1ccccc1OC (configuration not stated) | -1.3%

Remaining list, next part.
Molecule | AmpC det inh
O=C(NCc1ccccc1)c1cc(S(=O)(=O)N2CCC3(CC2)OCCO3)ccc1F | -0.1%
O=C1c2cccnc2C(O)N1Cc1ccco1 (configuration not stated) | -1.0%
COCC(=O)N1CCC2(CC1)CCN(C(=O)Nc1cccc(F)c1)CC2 | 1.0%
Cc1ccc(Cn2nnc3c(=O)[nH]c(C4CCN(S(=O)(=O)c5ccc(F)cc5)CC4)nc32)cc1 | -3.4%
O=C(c1c(Cl)nc2sccn12)N1CCN(c2cccc(Cl)c2)CC1 | -2.7%
CC(=O)NC(C)C(c1cccs1)N1CCN(c2ccccc2)CC1 (configuration not stated) | 16.1%
Cn1c(=O)n(CCc2ccccc2)c(=O)c2c1nc1n2CCN1c1ccccc1 | -1.5%
CCCCCC1CC(CC(C)C(=O)Nc2nncs2)C(=O)O1 (configuration not stated) | 0.2%
CCOC(=O)c1c(C)[nH]c(C(=O)O)c1C | -0.6%
O=C(CC1CC2CCC1C2)NCc1cccs1 (configuration not stated) | 11.8%

Molecule | AmpC det inh
O=C(CN1CCC(O)(c2ccccc2F)CC1)NCCc1c[nH]c2ccccc12 | 10.1%
O=C(Nc1ccc(S(=O)(=O)N2CCCCCC2)cc1)C1CCCO1 (configuration not stated) | -5.2%
N#Cc1cn(Cc2cccc(Cl)c2)c2ccccc12 | 1.0%
CC(c1nnc(SCC(=O)Nc2ccc3[nH]c(=O)[nH]c3c2)n1Cc1ccccc1)N(C)C (configuration not stated) | -1.7%
Cc1ccc(C(=O)Nc2sc3c(c2C(=O)O)CCCCC3)o1 | -1.7%

Screening data (PubChem BioAssay)
